p53 reactivator = mutant p53 re-activation in reporter cells | Potency, µM (series often up to 92.2 µM), inactives show at the highest dose activity change, positive = activation, most hits filed as activators | AID 504706 | hit rate 0.063% among 320,000 | H1299 p53-A138V BP100-luciferase reporter, luminescence, 24 h; note: potency is the fitted concentration of half-maximal effect; % of control where 0% means no effect; nearly all actives have a fitted effect of over 45% in size
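H1299 (p53-null), stable ts p53-A138V + BP100-Luc; 1000 cells/well, Opti-MEM/10% FBS; cpd 4 pt, 1:5; 24 h, 37 deg C, 5% CO2; detection reagent 10 min RT; luminescence.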
FLuc counter = firefly luciferase modulation, counter-screen for miR-21 project; P08659; purified FLuc, Km substrates, luminescence inhibition; Potency, µM (titrated, usually from 57.5 µM), without a hit: top-dose activity change, negative = inhibition, hits mostly inhibitors; hit rate 6.9% among 360,000;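 note: potency is the fitted concentration of half-maximal effect; plate controls were vehicle for no effect and reference inhibitor for full effect; nearly all actives have a fitted effect of over 55% in size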
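Purified P. pyralis luciferase (10nM final) with 10uM D-luciferin and 10uM ATP (Km levels) in 50mM Tris acetate pH 7.5, 10mM Mg acetate, 0.01% Tween-20, 0.05% BSA; qHTS 6-point titration, ~60 µM downward; luminescence read.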
Menin-MLL TR inh = menin-MLL binding inhibition, Texas Red mutant peptide | Menin + Texas Red MLL mutant peptide, fluorescence polarization | Potency, µM (titrated, usually from 61.6 µM), without a hit: top-dose FP activity change, negative = inhibition, most hits filed as inhibitors | hit rate 0.23% among 270,000; active = well fitted inhibition curve with a large enough effect in the polarisation, with a control signal flat, not every such curve was filed as active; inconclusive = small, poorly fitted or top-dose-only effect, or effect the other way, or a change in a side signal; inactive = no such curve, though single readings can be large or run the other way; the % refers to the polarisation; note: potency is the fitted concentration of half-maximal effect; % of control where 0% means no effect; many of its hits are not listed in these tables
VP16 counter = counter-screen for ROR gamma inhibitors: Gal4-VP16 reporter | Drosophila S2 Gal4-VP16 UAS-luciferase, luminescence, 20 h | Potency, µM (top dose mostly 53.6 µM), without a hit: at the highest dose activity, negative = inhibition, most hits filed as inhibitors | hit rate 3.5% among 310,000 | AID 2546;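 note: Gal4-VP16 expression switched on by copper sulfate through the metallothionein promoter; potency is the fitted concentration of half-maximal effect; % is set by controls: 0 for no effect and ±100 for the full control effect; nearly all actives have a fitted effect of over 50% in size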
RORg inh = ROR gamma (mouse) transcription inhibition | P51450 | Drosophila S2 Gal4-RORgamma UAS-luciferase reporter, 20 h | Potency, µM (titrated, usually from 53.6 µM), without a hit: at the highest dose activity change, negative = inhibition, usual class: inhibitors | hit rate 5.4% among 310,000; note: potency is the fitted concentration of half-maximal effect; % is set by controls: 0 for no effect and ±100 for the full control effect; nearly all actives have a fitted effect of over 60% in size
Target sequence (P51450 whole entry, looked up, the tested form may be a part): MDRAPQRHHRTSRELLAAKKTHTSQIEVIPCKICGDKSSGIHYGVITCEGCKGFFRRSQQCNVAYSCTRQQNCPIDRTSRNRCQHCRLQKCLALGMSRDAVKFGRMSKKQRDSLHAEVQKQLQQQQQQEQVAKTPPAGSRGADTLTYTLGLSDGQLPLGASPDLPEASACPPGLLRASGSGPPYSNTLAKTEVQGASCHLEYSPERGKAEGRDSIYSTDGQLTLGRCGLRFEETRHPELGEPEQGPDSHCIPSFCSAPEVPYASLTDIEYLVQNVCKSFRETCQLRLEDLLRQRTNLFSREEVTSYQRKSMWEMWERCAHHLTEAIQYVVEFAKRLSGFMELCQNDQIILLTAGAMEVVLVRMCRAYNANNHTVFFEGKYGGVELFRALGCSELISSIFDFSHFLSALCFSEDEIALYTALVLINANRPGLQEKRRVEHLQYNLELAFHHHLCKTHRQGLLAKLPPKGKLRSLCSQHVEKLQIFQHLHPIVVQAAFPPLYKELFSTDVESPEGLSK
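Stably transfected Drosophila Schneider cells are the test system, with ROR gamma fused to Gal4 and luciferase under UAS control; luminescence is read after 20 hr of 700 uM copper sulfate induction at ambient temperature.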
NPC1 promoter act = activators of NPC1 promoter | Huh7 NPC1 promoter luciferase reporter, 24 h | Potency, µM (titrated, usually from 9.22 µM), for inactives: top-dose activation, most hits filed as activators | hit rate 2.4% among 320,000;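 note: potency is the fitted concentration of half-maximal effect; % of control where 0% means no effect; nearly all actives have a fitted effect of over 60% in size; reporter is driven by a mutant NPC1 promoter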
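Cells: Huh7 expressing luciferase under the NPC1 promoter, 1500/well. Seeded 2 h, compound added, incubated 24 h at 37 °C. Luciferase reagent, 10 min ambient, then luminescence.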
ELG1 genotox = inducers of genotoxicity in HEK293T ELG1-luciferase cells | Potency, µM (doses to about 46 µM), for inactives: top-dose activity change, positive = activation, most hits filed as activators | hit rate 1.3% among 330,000 | HEK293T ELG1-luciferase reporter, luminescence, 16 h; note: potency is the fitted concentration of half-maximal effect; % of control where 0% means no effect; nearly all actives have a fitted effect of over 60% in size
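Genotoxic stress is detected as increased luminescence from luciferase-tagged ELG1 in HEK293T cells, measured with ONE-Glo after a 16 hr treatment at 37 °C.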
Rab9 promoter act = activators of Rab9 promoter; Huh7 Rab9 promoter-luciferase reporter, luminescence, 24 h; Potency, µM (top dose mostly 9.22 µM), without a hit: at the highest dose activation, negative = inhibition, most hits filed as activators; hit rate 2.8% among 320,000; AID 485297; note: potency is the fitted concentration of half-maximal effect; % of control where 0% means no effect; nearly all actives have a fitted effect of over 60% in size
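Cell-based reporter: Huh7 stable for Rab9 promoter-driven luciferase, plated in reduced-serum medium with 10% FBS at 1500 cells/well, compound-treated 24 h at 37 °C, luminescence read after 10 min reagent.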
Giardia killer = Giardia lamblia killing; Giardia lamblia trophozoite viability; activity change, % at 7.66 µM, hits read low; hit rate 0.15% among 340,000; AID 540267; in the data active = activity change below about -80%; inconclusive = between about -30% and that limit;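 note: parasites exposed to compound for two days anaerobically before the ATP read; % is set by controls: 0 for no effect and ±100 for the full control effect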
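Luminescent ATP signal served as the viability read-out, measured 15-30 min after adding ATP detection reagent to trophozoites that had been incubated with compounds for 48 hrs at 37 deg C anaerobically at 100 cells/well.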
BRCA1 expr act = BRCA1 expression activation; Potency, µM (doses to about 46.1 µM), without a hit: top-dose activation, actives largely listed as activators; AID 624202; MCF7-BRCA1-FFLuc reporter, luminescence, 48 h; response scale: scaled: vehicle 0%, 10 µM genistein 100%; hit rate 1.1% among 380,000; note: potency is the fitted concentration of half-maximal effect; nearly all actives have a fitted effect of over 80% in size; some results filed as inactive show a strong effect at the top dose
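Luminescence from a BRCA1-driven firefly luciferase in MCF7 cells was the read-out, taken 15 min after substrate addition following 48 h compound exposure at 37 °C. Data were normalized to a 10 microM genistein control and DMSO vehicle.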
PKM2 activator = activators of human pyruvate kinase M2; P14618; purified PKM2, Kinase-Glo ATP luminescence, activation; response scale: 0% is enzyme alone, no compound; Potency, µM (top dose mostly 57.5 µM), inactives show at the highest dose activation, most hits filed as activators; hit rate 0.34% among 260,000; AID 1631; note: potency is the fitted concentration of half-maximal effect; % is set by controls: 0 for no effect and ±100 for the full control effect; nearly all actives have a fitted effect of over 55% in size
Target sequence (P14618 whole entry, looked up): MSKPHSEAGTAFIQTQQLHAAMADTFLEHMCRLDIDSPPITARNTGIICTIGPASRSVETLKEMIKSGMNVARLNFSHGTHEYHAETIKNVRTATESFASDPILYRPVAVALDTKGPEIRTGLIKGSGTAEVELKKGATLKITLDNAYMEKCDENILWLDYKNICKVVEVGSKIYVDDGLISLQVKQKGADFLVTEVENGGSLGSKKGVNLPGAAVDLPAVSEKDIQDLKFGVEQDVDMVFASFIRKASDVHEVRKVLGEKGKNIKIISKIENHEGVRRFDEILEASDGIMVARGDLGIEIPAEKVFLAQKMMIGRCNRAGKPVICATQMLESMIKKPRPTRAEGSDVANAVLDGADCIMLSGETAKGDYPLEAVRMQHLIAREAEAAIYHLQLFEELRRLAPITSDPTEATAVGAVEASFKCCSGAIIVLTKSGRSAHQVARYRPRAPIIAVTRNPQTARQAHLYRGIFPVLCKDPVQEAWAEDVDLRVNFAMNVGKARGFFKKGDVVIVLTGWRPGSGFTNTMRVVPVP
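Kinase-Glo luminescence reports ATP generated from ADP (0.1 mM) and PEP (0.5 mM) by purified hPK-M2 after 1 h at room temperature, pH 7.2 imidazole buffer; intermediate enzyme activity allows detecting inhibitors and activators.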
Numbers without * were called inactive; ? = inconclusive; / = no result given; & = joins results of further samples; [ ] = remark or other dose. Unless noted, calls come from the whole dose curve; as a rule, active = well fitted curve in the direction sought with a large enough effect; inconclusive = small, poorly fitted or top-dose-only effect, or another doubt; inactive = no such curve, though single readings can be large; an effect the other way counts as inactive or inconclusive. An excerpt; the hit share may differ from the screen's.

SMILES | p53 reactivator | FLuc counter | Menin-MLL TR inh | VP16 counter | RORg inh | NPC1 promoter act | ELG1 genotox | Rab9 promoter act | Giardia killer | BRCA1 expr act | PKM2 activator
O=C(NCCc1ccc(Cl)cc1)c1ccc(OCC2CCCO2)cc1 (configuration not stated) | 19% | ? | -11% | -5% | 14% | ? | 12% | 26% | 5 | ? | -1%
N#CCCN(Cc1cccnc1)C(=O)c1ccc(S(=O)(=O)N2CCOCC2)cc1 | -3% | 2% | -2% | 2% | ? | -1% | -4% | -3% | -3 | -16% | -5%
Cc1nn(-c2ccccc2)c(Cl)c1/C=N\NC(=O)c1cncc(Br)c1 | -1% | ? | 19% | 26% | 22% | 8% | 10% | -3% | -12 | -5% | 2%
O=C(CCN1C(=O)COc2ccccc21)NCCN1CCN(c2cccc(Cl)c2)CC1 | -15% | 0% | 4% | -4% | 1% | -6% | -4% | -11% | -25 | -33% | 13%
O=c1c2cc(N3CCOCC3)ccc2[nH]c(=S)n1Cc1ccco1 | ? | -14% | 24% | ? | 14µM* | 13% | 17% | 15% | -20 | 21% | ?
CC1(C)OCC(COC(=O)Nc2cccnc2)([N+](=O)[O-])CO1 | 2% | 0% | -3% | -3% | 11% | 1% | 0% | 1% | -28 | -12% | /
CC(C)C(=O)Nc1ccc(Oc2ccc3c(c2)C(=O)NC3=O)cc1 | / | -1% | ? | -6% | 8% | -7% | 1% | -8% | -7 | -6% | -3%
CCCc1cc(C(=O)N2CCN(C(c3ccccc3)c3ccccc3)CC2)no1 | -4% | 5% | ? | -27% | 32% | -1% | ? | -5% | 5 | -15% | 0%
CC(CC(=O)N1CCN(S(=O)(=O)c2ccc(Cl)cc2)CC1)n1cncn1 (configuration not stated) | -1% | 0% | 2% | -7% | -34% | -1% | 0% | -11% | -16 | -6% | 5%
O=C(CNC(=O)c1ccc(Cl)cc1)OCC(=O)c1ccccc1 | 1% | -1% | 1% | 25% | -1% | -1% | 4% | 6% | -9 | -2% | -3%
COc1cccc(CC(=O)OCC(=O)NC2(C#N)CCCC2)c1 | ? | 3% | / | / | / | -1% | -2% | 1% | -1 | -23% | /
Cc1ccc(S(=O)(=O)n2cnc(C)c2)cc1 | 11% | 1% | -4% | -3% | 0% | -2% | -2% | -1% | -7 | 14% | 5%
CC(=O)c1ccc(NS(=O)(=O)c2cc(-c3cnc(C4CC4)o3)ccc2C)cc1 | -2% | 5% | / | 10% | 11% | -10% | 3% | -1% | -17 | -55%&-57% | /
Nc1ccc(Cl)c(-c2nc3ncccc3o2)c1 | 4% | ? | 28% | -2% | -21% | 20% | 6% | 16% | 28 | 27% | 1%
CC(C)c1ccc(C(=O)NNC(=O)c2n[nH]c(=O)c3ccccc23)cc1 | 2% | ? | / | / | / | -3% | 3% | 2% | -30 | 4% | /
Cc1ccc(CSCCNC(=O)c2ccccc2)cc1 | 2% | 5% | 2% | 5% | 25% | -4% | -2% | 2% | -2 | 5% | 0%
O=C(CN1CCN(S(=O)(=O)c2ccc(Cl)cc2)CC1)c1ccc(O)c(O)c1 | 6% | 3% | / | -7% | 3% | -24% | 0% | -1% | 13 | -3% | /
CCOc1ccc(S(=O)(=O)N2CCN(C(=O)c3cc(-c4ccccc4)nn3-c3ccccc3)CC2)cc1 | 5% | 2% | / | / | / | -4% | -7% | 1% | 9 | -56% | /
O=C(COC(=O)CCc1ccc(S(=O)(=O)N2CCOCC2)cc1)NCc1ccccc1 | 1% | 0% | -29% | -1% | -7% | -3% | 3% | -2% | -14 | 0% | -5%
Cc1ccc(C(=O)/C=C/c2ccc(Br)cc2)o1 | -1% | 2.4µM* | -8% | -9% | ? | -4% | 10% | -2% | 16 | 13% | -9%
CC1=NN(c2ccc(C(=O)O)cc2)C(=O)/C1=C/c1ccc(-c2ccccc2F)o1 | 0% | 4.8µM* | ? | -29% | ? | -5% | 11% | 5% | / | / | /
CC1CC(C)CN(CCCNC(=O)C2CCN(S(=O)(=O)N3CCCCC3)CC2)C1 (configuration not stated) | -4% | 2% | 20% | -5% | 6% | -1% | 1% | 0% | -6 | 3% | -7%
CC(=O)c1ccc(NC(=O)CSc2nccn2C)cc1 | 5% | -8% | / | ? | -3% | 22% | 13% | 11% | 12 | 11µM* | 4%
O=C(NCc1ccco1)c1csc2c1CCCCC2 | 5% | -1%[2.3 µM] | -3% | -1% | 30% | 0% | 0% | 1% | -22 | 17% | -2%
O=C(O/N=C1\CCCCC1c1ccc([N+](=O)[O-])cc1[N+](=O)[O-])c1c(F)cccc1F (configuration not stated) | 3% | 0% | / | -11% | 15% | 5% | 10% | 11% | -7 | 11% | 23%
COc1ccccc1Nc1nc(NCc2ccco2)c2ccccc2n1 | 0% | 19µM* | / | ? | 12% | 2% | -10% | -14% | 1 | -53% | 2%
COC(=O)c1ccsc1NC(=O)CN1CCN(c2ncccn2)CC1 | 5% | -1% | -4% | 3% | 22% | 14% | -6% | -1% | -11 | 5% | 0%
CCCN1CCc2c(sc(NC(=O)CCS(=O)(=O)c3ccccc3)c2C(=O)OC)C1 | -10% | 4% | / | 3% | 7% | -2% | -5% | -12% | 26 | -20% | -4%
Cc1cc(NC(=O)CCC(=O)N(CC(=O)NCC2CCCO2)c2cccc(F)c2)no1 (configuration not stated) | 4% | 0% | -4% | -2% | -20% | 2% | -12% | -7% | -3 | -4% | -6%
CC1CCCC(NC(=O)c2ccc(CNc3c(N4CCCC4)c(=O)c3=O)cc2)C1C (configuration not stated) | 3% | 4% | -18% | 13% | ? | -2% | -25% | -1% | 4 | 0% | -1%
CC(=O)N1c2ccc(S(=O)(=O)N3CCC(C(=O)NC(C)c4ccccc4)CC3)cc2CC1C (configuration not stated) | / | -2% | -15% | 6% | ? | 2% | 0% | -3% | 1 | 1% | 0%
CCN1CCC(NC(=O)Nc2ccc(F)cc2F)CC1 | -2% | -2% | 1% | -1% | -4% | 0% | -1% | -3% | -10 | -2% | -16%
CC(C)C12CCC(C(=O)O)C(C1)C(=O)O2 (configuration not stated) | -7% | 0% | -11% | -16% | -4% | -3% | -1% | -1% | 7 | 8% | 2%
Cc1ccccc1NC(=S)NC(NC(=O)c1ccccc1C)C(Cl)(Cl)Cl (configuration not stated) | 0% | -1% | ? | ? | ? | 1% | -1% | 1% | 8 | -41% | 1%
COc1cccc(-c2c(NC(=O)c3ccco3)oc3ccccc3c2=O)c1 | / | 1% | -1% | 2% | -13% | 6% | 5% | -9% | 10 | -13% | -2%
Cc1ccc2c(CC(=O)OC3CCOC3=O)coc2c1 (configuration not stated) | 20% | -15% | -1% | -15% | -28% | -2% | -3% | 14% | 1 | 7% | 0%
O=C(Nc1ccc(S(=O)(=O)N2CCOCC2)cc1)c1ccc(Cl)cc1 | -4% | 0% | / | -9% | 0% | -8% | -6% | -7% | 16 | 1% | -10%
C=CCn1c(SCC(=O)N2N=C(c3ccco3)CC2c2ccco2)nnc1-c1ccncc1 (configuration not stated) | -3% | 3% | -2% | -5% | 16% | -2% | 0% | 2% | -1 | 16% | 1%
CCOc1ccc(N2CC(C(=O)NCCN3C(=O)S/C(=C\c4ccc(OC)cc4)C3=O)CC2=O)cc1 (configuration not stated) | ? | -4% | -1% | 24% | 45% | 13% | 5% | 5% | -5 | 33% | 1%
COC(=O)c1ccc(COc2ccc3ccc(=O)oc3c2)o1 | 9% | -19% | -25% | -9% | 36% | 14% | 11% | 19% | 4 | 22% | /
O=C1C2CCCN2C(c2ccccc2)N1c1cccc(Cl)c1 (configuration not stated) | 4% | 0% | -5% | 1% | 12% | 8% | 0% | -6% | 11 | -9% | -1%
Cc1nc(SCc2ccccc2F)c2cnn(-c3ccccc3)c2n1 | 4% | ? | -11% | 4% | ? | 7% | 9% | ? | / | / | 18%
N#CC(=C1CCCC1)c1nc(-c2ccccc2)cs1 | ? | 1.3µM* | -1% | ? | -18% | 3.2µM* | ? | ? | -17 | ? | 1%
Cc1ccc(-n2ncc(C(=O)N3CCc4ccccc4C3)c2NC(=O)c2ccco2)cc1C | 7% | 5% | -11% | ? | -94% | -8% | -1% | -2% | 8 | -12% | -1%
Cn1c(=O)c2c(ncn2CC(=O)N/N=C/C=C/c2ccco2)n(C)c1=O | 4% | -2% | / | -8% | 8% | 4% | -1% | -4% | -2 | 1% | 3%

Bioassay records from PubChem.
